# Screens from PubChem BioAssay.
# Tn7 DDE FP: inhibitors of Tn7 peptide binding to fibrin DD(E), primary screen, biochemical, fluorescence polarization, human fibrin, Tn7 probe | Fibrinogen beta chain (Homo sapiens), P02675 | FP displacement of FITC-Tn7 peptide from fibrin DD(E); 0% = median of compound wells per plate | inhibition, % at 8.3 µM | actives 0.13% (n = 370,000);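 active means inhibition above the mean of compounds falling within the control limits plus 3 SD of them, cut at about 14% in these data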;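 further: 0% = plate median of compound wells and 100% = 10 µM Aha-Tn7 peptide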
# Target sequence (P02675 whole entry, looked up): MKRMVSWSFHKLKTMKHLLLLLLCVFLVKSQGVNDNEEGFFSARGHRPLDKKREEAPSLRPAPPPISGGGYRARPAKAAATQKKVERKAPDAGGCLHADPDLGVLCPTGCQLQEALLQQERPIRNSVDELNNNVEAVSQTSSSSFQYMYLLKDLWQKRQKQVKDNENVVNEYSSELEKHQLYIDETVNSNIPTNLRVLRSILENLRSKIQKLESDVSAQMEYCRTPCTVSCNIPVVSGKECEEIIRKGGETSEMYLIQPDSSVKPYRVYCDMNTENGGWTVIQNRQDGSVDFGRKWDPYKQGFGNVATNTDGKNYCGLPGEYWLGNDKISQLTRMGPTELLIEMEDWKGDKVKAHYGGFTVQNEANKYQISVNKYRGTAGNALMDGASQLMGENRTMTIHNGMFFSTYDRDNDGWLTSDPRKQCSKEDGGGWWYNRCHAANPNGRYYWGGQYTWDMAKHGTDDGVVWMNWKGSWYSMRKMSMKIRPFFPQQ
#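 Assay system: Human clot-derived fibrin DD(E) complex | Buffer or medium: Tris/NaCl/CaCl2 buffer, pH 7.8 | Repeats: One replicate per compound | Benchmarks: Aha-Tn7 high control | Measure: % inhibition scaled between sample-field median and high-control FP | Schedule: 10 min plus 3 h, room temperature | Signal: Fluorescence polarization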
# ARFGAP1 inhibitor: inhibitors of rat ARFGAP1 GAP activity, primary screen, biochemical, fluorescence polarization, GDP tracer | Arfgap1-stimulated ARF1 GTP hydrolysis, GDP FP detection | actives 0.26% (n = 360,000) | inhibition, % at 16.5 µM | AID 651572, 2012;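 active means inhibition above a per-plate limit, mean inhibition of low control wells plus 3 SD, cut at about 25% in these data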;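 further: 0% = DMSO wells with enzyme and 100% = wells lacking Arfgap1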
# Target sequence (Q62848 1-136 limits assumed): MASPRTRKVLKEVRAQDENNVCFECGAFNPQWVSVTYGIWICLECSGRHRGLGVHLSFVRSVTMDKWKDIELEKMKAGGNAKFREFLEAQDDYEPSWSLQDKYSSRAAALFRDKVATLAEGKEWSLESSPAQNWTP
#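 System: truncated rat Arfgap1 GAP domain / Benchmarks: high control wells lacking Arfgap1, low control full reaction with DMSO / Times: compound-enzyme preincubation 20 min, reaction 120 min, detection 60 min, 25 °C / Repeats: one replicate per compound / Also added: human ARF1(Δ1-17)-GTP substrate / Measured by: Tracer-displacement fluorescence polarization with EDTA stop, 620/688 nm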
# SIAE primary: human SIAE inhibitors, primary screen, biochemical, fluorescence polarization, FP-Rh probe, 1536-well HTS; AID 1053197, 2014; inhibition, % at 9.66 µM; actives 0.69% (n = 370,000); SIAE FP-Rh probe binding;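 active means inhibition above a cutoff: mean of compounds within the control limits plus 3 SD of those, cut at about 17% in these data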;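 further: 0% = plate median of compound wells and 100% = probe without SIAE protein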
# PLC-gamma1 inh: PLC-gamma1 enzyme inhibitors, primary screen, biochemical, fluorescence, purified enzyme; AID 720700, 2013; fluorogenic substrate; actives 0.84% (n = 370,000); inhibition, % at 12.2 µM; in the data active means inhibition above about 9.5%
# DDE Tn6 FP inh: inhibitors of Tn6 peptide binding to fibrin DD(E), primary screen, biochemical, fluorescence polarization, human fibrin, Tn6 probe; actives 0.21% (n = 370,000); Fibrin DD(E) TRITC-Tn6 fluorescence polarization displacement; inhibition, % at 8.3 µM;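 active means inhibition above a per-campaign cutoff: mean of compounds within control limits plus 3 SD, cut at about 15% in these data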;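 further: 0% = median of all compound wells on the plate and 100% = blocking peptide control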
# ADAM17 inh: ADAM17 inhibitors, primary screen, biochemical, QFRET; Disintegrin and metalloproteinase domain-containing protein 17 (Homo sapiens), P78536; recombinant ADAM17, EDANS/DABCYL FRET peptide cleavage; inhibition, % at 6.95 µM; actives 0.83% (n = 370,000); AID 720648, 2013;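 active means inhibition above the mean of compounds lying between control limits plus 3 SD, set per campaign, cut at about 8.5% in these data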;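 further: 0% = DMSO-only wells as the low control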
# PLCb3 inh: human PLC-beta3 inhibitors, primary screen, biochemical, fluorescence | Purified PLC-beta3, fluorogenic substrate | inhibition, % at 12.2 µM | actives 0.18% (n = 370,000); in the data active means inhibition above about 11%;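 further: 0% = median of compound wells on plate and 100% = full blocker control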
# ADAM10 inh: human ADAM10 inhibitors, primary screen, biochemical, QFRET, HTS; recombinant ADAM10, EDANS/DABCYL FRET peptide cleavage, 3 h; AID 720582, 2013; actives 0.62% (n = 370,000); Disintegrin and metalloproteinase domain-containing protein 10 (Homo sapiens), O14672; inhibition, % at 7 µM;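 active means inhibition above a per-campaign cutoff equal to the mean of compounds falling between control-based bounds plus 3 SD, cut at about 20% in these data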;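 further: 0% = DMSO wells while the 100% control is not disclosed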
# ASAP1 GAP inh: inhibitors of human ASAP1 ArfGAP activity, primary screen, biochemical, fluorescence polarization; Arf-GAP with SH3 domain, ANK repeat and PH domain-containing protein 1 (Homo sapiens), …; AID 624377, 2012; actives 0.19% (n = 360,000); inhibition, % at 16.5 µM; ASAP1-stimulated ARF1 GTP hydrolysis, GDP FP detection; in the data active means inhibition above about 25%;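 further: 0% = vehicle with enzyme and substrate and 100% = no enzyme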
# TDP2 inh: human TDP2 enzyme inhibitors, primary screen, biochemical, epi absorbance, recombinant enzyme | inhibition, % at 12.8 µM | actives 0.34% (n = 370,000) | AID 720702, 2013 | T5PNP hydrolysis, p-nitrophenol absorbance 415 nm | Tyrosyl-DNA phosphodiesterase 2 (Homo sapiens), O95551;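 active means inhibition above the mean of all tested compounds plus 3 SD, set per campaign, cut at about 25% in these data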;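 further: 0% = DMSO with enzyme and 100% = buffer with substrate but no TDP2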
# Target sequence (O95551 whole entry, looked up): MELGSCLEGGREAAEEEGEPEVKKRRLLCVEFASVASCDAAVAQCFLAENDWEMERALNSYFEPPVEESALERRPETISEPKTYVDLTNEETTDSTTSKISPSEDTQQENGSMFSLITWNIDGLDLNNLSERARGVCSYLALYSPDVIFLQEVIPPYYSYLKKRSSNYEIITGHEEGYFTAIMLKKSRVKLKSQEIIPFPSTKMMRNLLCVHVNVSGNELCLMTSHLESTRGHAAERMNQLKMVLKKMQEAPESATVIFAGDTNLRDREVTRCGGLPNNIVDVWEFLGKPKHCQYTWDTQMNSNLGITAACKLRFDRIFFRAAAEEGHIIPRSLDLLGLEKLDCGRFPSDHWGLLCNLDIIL
#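 Evaluation: % inhibition relative to enzyme-containing and enzyme-free wells. Material: recombinant human TDP2. Benchmarks: enzyme-free and DMSO wells. Timing: enzyme reaction with compound for 2 h at 37 °C. Compound dosing: 12.8 µM only. Measured by: p-Nitrophenol epi absorbance. Reagent: T5PNP substrate at 5 mM, a TopII-DNA adduct mimic. Replication: single well per compound.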
# An asterisk follows results filed as active; i = inactive; nt = no result given.
SMILES,Tn7 DDE FP,ARFGAP1 inhibitor,SIAE primary,PLC-gamma1 inh,DDE Tn6 FP inh,ADAM17 inh,PLCb3 inh,ADAM10 inh,ASAP1 GAP inh,TDP2 inh
Cn1c(Cn2c(=O)sc3ccccc32)nnc1SCC(=O)NCCc1ccccc1,-5,-3,-8,-1,1,-1,5,-4,8,4
CCN(Cc1ccccc1)C(=O)C1CCN(C(=O)Nc2ccccc2)CC1,-1,4,3,-2,-4,-3,-5,-1,10,9
COc1cc(NC(=O)NCc2ccncc2)cc(OC)c1OC,1,3,-1,-2,4,-3,2,6,-2,-3
Cc1ccc(-c2nnc(SCC(=O)Nc3nc4c(s3)CCCC4)n2C)cc1,-3,-1,1,-1,-1,-4,0,3,-2,2
O=C(CSc1nnc2ccccn12)c1ccc(Cl)cc1,2,1,2,0,3,1,-1,0,6,-5
CCOc1ccccc1NC(=S)Nc1ccccc1F,-4,-1,3,2,-1,-6,-1,-4,15,2
O=S(=O)(NCCCc1ccccc1)c1ccc(F)c(F)c1,-1,5,0,-3,1,1,-4,9,-8,-1
COc1ccc(-c2csc(NC(C)c3nc4cc(Cl)c(N5CCCCC5)cc4n3CCOCCO)n2)cc1 (stereo not given),-7,0,3,-5,-7,2,-8,15,7,9
C=CCN1C[C@H](COC(=O)c2cccc(OC)c2)Oc2cccc(F)c2S1(=O)=O,6,18,-8,-3,-5,1,-5,-4,-4,3
N=C1/C(=C/c2cccn2CCOc2ccccc2)C(=O)N=C2SC=C(c3ccccc3)N12,-3,21,-3,-60,-1,9.7*,-74,11,-3,-24
CC(C)Nc1nc(Oc2cccc(Cl)c2Cl)cc(C(F)(F)F)n1,-4,0,2,4,2,2,0,12,-3,4
CCOC(=O)C(C)Sc1nnc(Cc2cc(=O)[nH]c(=O)[nH]2)n1-c1cccc(OC)c1 (stereo not given),-7,-1,-4,1,4,-3,2,-1,-3,1
O=C(NC1CCCCN(Cc2ccc(Cl)cc2)C1=O)c1cccs1 (stereo not given),2,nt,-2,0,-2,-7,-2,-5,nt,-3
O=C(COC(=O)c1ccccc1OCc1ccccc1Cl)NC1CC1,3,-7,-3,-1,9,0,0,1,-3,7
Cc1cc2c(ncn2Cc2ccccc2)c([N+](=O)[O-])c1C,-2,9,1,3,0,1,1,4,-3,-2
COc1ccccc1-n1cnc(N)c1C(=O)c1ccccc1,2,4,-5,12*,-12,-7,4,3,1,0
O=C(Cc1cscn1)c1ccc(O)cc1O,4,-2,13,-3,0,-3,-6,5,-6,2
Cc1nc(-c2ccc([N+](=O)[O-])cc2)c(-c2ccccc2)o1,0,9,-2,-9,0,-4,-17,-1,-5,2
Cc1nc2sc(C(c3cccc(F)c3)N3CCCCC3)c(O)n2n1 (stereo not given),-2,-6,-4,1,1,-1,1,3,0,0
COC(=O)[C@@H]1C(c2c(OC)cc(OC)cc2OC)=NO[C@H]1C(=O)OC,6,5,-8,-4,-3,-6,-1,0,-3,-3

# Some of these compounds in order of length of the SMILES, low to high:
SMILES,Tn7 DDE FP,ARFGAP1 inhibitor,SIAE primary,PLC-gamma1 inh,DDE Tn6 FP inh,ADAM17 inh,PLCb3 inh,ADAM10 inh,ASAP1 GAP inh,TDP2 inh
O=C(Cc1cscn1)c1ccc(O)cc1O,4,-2,13,-3,0,-3,-6,5,-6,2
COc1ccccc1-n1cnc(N)c1C(=O)c1ccccc1,2,4,-5,12*,-12,-7,4,3,1,0
O=C(NC1CCCCN(Cc2ccc(Cl)cc2)C1=O)c1cccs1 (stereo not given),2,nt,-2,0,-2,-7,-2,-5,nt,-3
CC(C)Nc1nc(Oc2cccc(Cl)c2Cl)cc(C(F)(F)F)n1,-4,0,2,4,2,2,0,12,-3,4

# (further entries)
SMILES,Tn7 DDE FP,ARFGAP1 inhibitor,SIAE primary,PLC-gamma1 inh,DDE Tn6 FP inh,ADAM17 inh,PLCb3 inh,ADAM10 inh,ASAP1 GAP inh,TDP2 inh
CCSc1nnc(Cc2cc(=O)[nH]c(=O)[nH]2)n1-c1ccc(F)cc1,-3,-6,-7,1,0,-3,0,-5,1,-2
CCOC(=O)N1CCN(C(=O)CSc2nc(CC)nc3c2c(=O)n(C)c(=O)n3C)CC1,3,6,-7,1,9,-5,-5,-5,6,-15
CCCN1C(=O)/C(=C/c2ccc(N3CCCC3)c(C)c2)NC1=S,-11,-8,-21,-200,-11,7,-284,19,11,-3
Cc1cc(C)c(C#N)c(SCCN2CCCCC2)n1,10,3,1,0,0,-5,-2,9,10,14
COc1ccc(C(CC(=O)Nc2ccc(F)cc2)c2ccccc2)cc1 (stereo not given),4,-6,-12,-2,-3,0,-2,1,3,2
COc1ccc(-c2nc3c4ccccc4[nH]c(=O)n3n2)cc1,1,0,-14,-10,7,-5,-19,-12,14,-9
CN(C(=O)CSc1ncnc2ccccc12)C1CCCCC1,5,0,2,-2,2,-7,-5,-8,-4,2
Cc1cccc(C(=O)NNC(=O)CCC(=O)Nc2cccc(Cl)c2C)c1,-5,8,2,0,2,2,2,-10,8,-6
COc1ccccc1C(=O)Oc1ccccc1C(=O)Nc1ccccc1,0,-11,0,-1,-1,-3,-4,4,-8,-5
Cc1cc(C(=O)CSc2nnnn2-c2ccccc2)c(C)n1CC1CCCO1 (stereo not given),-3,11,0,1,-3,-2,2,6,0,1
O=c1c(O)c(-c2cccs2)oc2ccc(Cl)cc12,-9,12,16,i,-3,-5,i,-13,-11,-1
O=C(CN1C(=O)C2C3C=CC(C3)C2C1=O)Nc1nc(SCc2ccc(Cl)cc2)n[nH]1 (stereo not given),1,9,-4,4,6,5,1,17,-1,-18
Cc1ccc(S(=O)(=O)N2CCCN(c3nccc(C(F)(F)F)n3)CC2)cc1,-1,3,-4,-6,5,-5,-10,-9,12,-1
C/C(=N\OCC(=O)Nc1ccc(OC(F)(F)F)cc1)c1ccc2c(c1)OCCO2,3,3,-11,0,-5,7,2,20*,-2,-11
Cc1ccc(C)c(N2CCN(C(=O)CNS(=O)(=O)c3cccs3)CC2)c1,1,0,-1,-1,5,-2,1,6,0,0
O=C(O)CCN1C(=O)/C(=C2\C(=O)N(Cc3ccc(F)cc3)c3ccccc32)SC1=S,-7,-4,2,1,8,1,-2,2,-17,-15
COc1ccc(C(=S)Nc2ccc(C)cc2)cc1,-6,3,5,3,2,-1,3,1,-5,7
OC[C@@H]1CN(Cc2cccnc2)C[C@H](n2cnc3c(N4CCCC4)ncnc32)O1,0,-5,-2,7,-9,-5,-8,-23,-5,6
Cc1ccc(C(=O)NCC(c2ccco2)N2CCCCC2)s1 (stereo not given),3,1,-6,-7,5,0,-2,-6,5,7
CNC(=O)c1oc(-c2ccc(Cl)cc2)nc1C,1,0,-2,-1,-5,-3,-8,-9,-1,16
O=C(NCc1cccs1)C1CCCN1C(=O)Nc1ccccc1Cl (stereo not given),0,4,-5,-2,-9,-6,-12,-3,3,-2
O=C(NC(=S)NC1CCS(=O)(=O)C1)c1cccs1 (stereo not given),-7,1,8,3,-2,-2,2,0,-16,5
CCN(CC)CCn1c2c(c(SCC(=O)Nc3ccc(C)c(F)c3)nc1=O)CCC2,2,3,5,-1,8,-1,2,3,-5,12
CN(C)CCN1CCN(C(c2ccnc3ccccc23)c2nnnn2-c2ccc3c(c2)OCCO3)CC1 (stereo not given),-1,4,5,0,6,-6,-2,-19,-13,0
COc1ccc2nc(Nc3nc4cc5c(cc4s3)OCO5)sc2c1,2,10,16,-33,-5,-49,-60,-179,2,-10
O=C1[C@H](Cc2ccccc2)NCC=CC[C@@H](c2ccc(Cl)cc2)N1Cc1ccc(Cl)cc1,-4,2,-3,9,2,5,9,18,5,0
CC(/C=N/N1CCN(c2ccccc2)CC1)=C\c1ccco1,-4,10,2,-1,-6,-4,0,-4,-10,1
O=C1CN(C(=O)COc2ccccc2F)c2ccccc2N1,4,0,10,-2,8,-5,-5,-11,3,1
COc1ccc(C(=O)OCC(=O)Nc2ncc([N+](=O)[O-])s2)cc1OC,-3,10,-12,0,-1,1,-9,-11,3,-11
O=C(O)C1=C[C@@H](C2CCCCC2)C[C@@H](OCc2ccc(CO)cc2)O1,7,-4,3,1,2,2,5,8,8,4
CCCCC(=O)Nc1ccc(C(=O)NNC(=O)CCc2ccccc2)cc1,5,-16,2,4,8,2,3,6,-11,-5
C=CCNC(=O)NC(=O)Cn1c(=O)c2c(ncn2CC)n(Cc2ccccc2)c1=O,-3,4,-1,3,-8,-6,-2,-6,4,-8
COc1ccc(NC(=O)Nc2nnc([C@@H]3C[C@H](O)[C@@H](CO)O3)s2)cc1,7,-5,7,0,6,-3,1,-4,-10,5
CCN(c1ccccc1)S(=O)(=O)c1ccc2c(c1)N(C(C)=O)CCS2,-4,8,6,0,-5,-4,-6,-1,-2,5
COCC(C)NC(=O)/C(=C/c1ccccc1)c1ccccc1 (stereo not given),1,4,-4,2,0,0,4,4,-8,-12
CC(=O)Nc1ccc2c(c1)ncn2-c1ccccc1,-2,2,3,1,-2,0,-1,6,-13,4
COc1ccc(/C=C(/NC(=O)c2ccccc2Cl)C(=O)NCCCC(=O)O)cc1,-3,-5,2,0,6,1,2,0,-10,2
COC(=O)c1ccc(Oc2coc3cc(OCc4cnn(-c5ccccc5)c4)ccc3c2=O)cc1,5,-9,-6,-8,3,-6,-13,-12,7,7
C[C@@H]1CN([C@@H](C)CO)C(=O)CCCn2nncc2CO[C@@H]1CN(C)C(=O)Nc1ccc(C(C)(C)C)cc1,2,-6,3,0,8,-2,-2,0,-4,-1
COC(=O)CC1C(=O)NCCN1C(=O)CSc1nnc(Nc2ccc(OC)cc2)s1 (stereo not given),0,2,-2,4,8,0,3,-3,-6,5
